Wnt bcat act = Wnt/beta-catenin pathway activators, primary screen, cell-based, plate reader, single point; Wnt/beta-catenin reporter cell assay, activator; activation, % at 9.35 µM; 300,000 compounds, 1.2% hits; in the data active = activation above about 30%, passing the limit was not always enough; inconclusive = no clear call, values can overlap the other calls;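 note: 0% = neutral control wells and 100% = positive control wells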
CDK5 inh = inhibitors of human CDK5/p35 kinase, primary screen, biochemical, single concentration; inhibition, % at 10 µM; 330,000 compounds, 0.01% hits; Cyclin-dependent kinase 5 (Homo sapiens) + Cyclin-dependent kinase 5 activator 1 (Homo …; Recombinant CDK5/p35, ADP-Glo luminescence, 60 min;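 active = highest replicate inhibition of at least 50% and at least 75% of replicates reaching 50%; inconclusive = only one of the two criteria met; inactive = both criteria failed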;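 note: plate controls were DMSO neutral control for no effect and GW8510 at 10 µM for full effect; many of its hits are not listed in these tables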
CAL PDZ FP-1 = CAL PDZ peptide-binding inhibitors, primary screen, biochemical, fluorescence polarization, Cer-tagged CAL PDZ, HTS | AID 504414, 2011 | inhibition, % at 20 µM | 330,000 compounds, 0.02% hits | Golgi-associated PDZ and coiled-coil motif-containing protein (Homo sapiens), Q9HD26 | purified CAL PDZ, TMR-peptide fluorescence polarization, 1 h;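 active = highest replicate inhibition of at least 40%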;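 note: plate controls were DMSO neutral control wells for no effect and unlabeled competitor peptide control wells for full effect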
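Control set: unlabelled peptide and DMSO controls / Material: purified CerCALP PDZ construct / Timing: 1 h incubation at room temperature before polarization reading / Doses: 20 µM, one dose / Detection: fluorescence polarization (mP)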
Rtt109 HAT inh = inhibitors of C. albicans Rtt109/Vps75 HAT, primary screen, biochemical, ThioGlo CoA-SH fluorescence, plate reader; purified Rtt109/Vps75, 4 h; inhibition, % at 34.9 µM; 330,000 compounds, 0.16% hits; Histone acetyltransferase RTT109 (Candida albicans (strain SC5314 / ATCC MYA-2876)), …; AID 540336, 2011;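 active = inhibition of at least 50% in every replicate; inconclusive = best replicate reaches 50% inhibition but some replicates fall short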
Target sequence (Q5AAJ8 whole entry, looked up): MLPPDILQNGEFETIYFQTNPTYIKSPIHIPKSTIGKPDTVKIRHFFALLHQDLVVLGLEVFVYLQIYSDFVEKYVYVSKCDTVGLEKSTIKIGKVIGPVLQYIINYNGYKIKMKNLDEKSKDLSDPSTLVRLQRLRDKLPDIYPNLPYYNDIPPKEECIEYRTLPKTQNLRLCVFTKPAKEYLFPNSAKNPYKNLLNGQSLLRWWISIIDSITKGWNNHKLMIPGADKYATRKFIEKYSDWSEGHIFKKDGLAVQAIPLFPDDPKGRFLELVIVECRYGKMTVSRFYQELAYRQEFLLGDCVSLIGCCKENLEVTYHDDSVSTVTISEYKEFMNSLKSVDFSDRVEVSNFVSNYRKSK
MITF act = activators of MITF-driven TRPM1 promoter reporter, primary screen, cell-based, SK-MEL-5, luciferase, single point. SK-MEL-5 TRPM1-promoter luciferase, 24 h; % of positive control, neutral wells = 0. activation, % at 12.5 µM. 300,000 compounds, 0.75% hits;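 active = mean activation of at least 80% with every replicate also reaching 80%; inconclusive = mean reaches 80% but some replicate falls short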;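 note: 0% = neutral control wells and 100% = parthenolide positive control wells; values of inactives mirror those of a sister screen read the other way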
V-ATPase pH = regulators of yeast V-ATPase proton pumping, primary screen, pHLuorin cytosolic pH fluorescence | S. cerevisiae | response, % at 10 µM | 350,000 compounds, 0.37% hits | AID 504577, 2011; in the data active = response mostly above about 7.3%, no sharp cut-off; inactive = mostly below about 5.4%; note: actives read high; inactives centre near 0; some compounds called inactive have numbers as strong as hits
Tat transport = E. coli Tat export inhibitors, primary screen, MC4100, TorA-mCherry reporter, fluorescence, single point; inhibition, % at 10 µM; 340,000 compounds, 0.036% hits; AID 488895, 2010;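 active = mean replicate inhibition at least 50% and at least half of replicates individually reaching 50%; inconclusive = only one of the two criteria met; inactive = neither criterion met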;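 note: exported cargo escapes ClpAP degradation while cytoplasmic cargo is degraded and loses fluorescence; 0% = median of neutral control wells and 100% = median of NaSCN control wells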
dFosB activator = activators of delta FosB homodimer, primary screen, biochemical, fluorescence polarization, TAMRA-CDK5 oligo, single point; Protein FosB (Mus musculus), P13346; purified delta FosB; percent of positive-control signal above neutral wells; 340,000 compounds, 0.99% hits; activation, % at 25 µM;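 active = mean activation above about 17%, with every replicate also reaching it, limit read from the data, passing the limit was not always enough; inconclusive = only one of the two conditions met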;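 note: fluorescence polarization rise as delta FosB binds a TAMRA Cdk5 AP-1 oligo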
Target sequence (P13346 whole entry, looked up): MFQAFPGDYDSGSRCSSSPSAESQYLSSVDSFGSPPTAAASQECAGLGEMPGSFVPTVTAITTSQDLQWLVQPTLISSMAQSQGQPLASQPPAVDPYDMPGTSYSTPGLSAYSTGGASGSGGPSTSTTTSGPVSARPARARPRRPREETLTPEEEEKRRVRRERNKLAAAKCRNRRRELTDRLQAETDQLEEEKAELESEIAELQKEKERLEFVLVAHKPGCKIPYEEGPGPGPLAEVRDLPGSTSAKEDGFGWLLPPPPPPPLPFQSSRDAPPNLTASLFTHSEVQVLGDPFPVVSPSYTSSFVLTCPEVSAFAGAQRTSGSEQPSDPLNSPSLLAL
CAL PDZ FP-2 = untagged CAL PDZ binding inhibitors, primary screen, biochemical, fluorescence polarization, HTS; Golgi-associated PDZ and coiled-coil motif-containing protein (Homo sapiens), Q9HD26; purified CAL PDZ, TMR-peptide fluorescence polarization, 1 h; 300,000 compounds, 0.92% hits; inhibition, % at 24.9 µM; AID 602252, 2012;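 active = mean inhibition of at least 30% with at least half of replicates also reaching 30%; inconclusive = no clear call, values can overlap the other calls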;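 note: 0% = DMSO neutral control and 100% = excess unlabeled competitor peptide PRC23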
RTF Ca sens act = cardiac RTF calcium sensitivity activators, primary screen, biochemical, IANBD-TnC fluorescence, EC20 calcium; 340,000 compounds, 0.24% hits; activation, % at 7.2 µM; IANBD-labeled TnC RTF fluorescence at EC20 calcium; 0% EC20 calcium, 100% full calcium;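 active = activation above the mean over all tested compounds plus 3 SD, cut at about 30% in these data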;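 note: rise in fluorescence read as greater calcium sensitivity of cardiac thin filaments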
* = called active by the depositor; ? = inconclusive; nt = no result given.

Wnt bcat act,CDK5 inh,CAL PDZ FP-1,Rtt109 HAT inh,MITF act,V-ATPase pH,Tat transport,dFosB activator,CAL PDZ FP-2,RTF Ca sens act,structure
-2,-2.3,-2.3,0,-6,-1,-2,-6,6,-3,COCCOC(=O)C1=C(C)NC(=O)NC1c1ccc(-c2ccc(F)cc2)o1 (stereo not given)
-1,0.5,0.1,0,nt,-4,-4,-9,-1,1,O=C(CN1CCCC1)OCCCC1CCCCC1
2,-3.6,-2.3,-14,8,4,0,4,-3,-1,O=C(O)Cn1nnc2ccccc21
-5,-0.3,-1.6,13,4,5,-1,-12,-2,-6,COc1cccc(-c2ccc3ncnc(NCc4cccc(C)c4)c3c2)c1
-2,0.8,-1.5,4,-9,6,-11,3,-3,-2,COc1cc2c(c(OC)c1OC)-c1c(cc(OC)c(OC)c1OC)C[C@](C)(O)[C@@H](C)C2
0,nt,-1.5,6,-5,2,-5,3,-1,-4,O=C(CCc1ccccc1)N=C1SC2CS(=O)(=O)CC2N1Cc1ccccc1 (stereo not given)
-1,-1.1,-0.7,-8,nt,1,3,-20,-5,-4,COc1oc(C(=O)NC2CCCCC2)c(-c2ccc(Cl)cc2)c1S(=O)(=O)c1ccccc1
-1,-1.7,-3.5,3,-2,1,3,-15,-8,3,COc1ccc([C@@H]2CC=C(C(=O)O)[C@H](c3ccc(Cl)cc3)N2S(=O)(=O)c2ccccc2C)cc1
25,-2.0,-2.5,-3,24,6,20,-7,-1,-7,O=C(Nc1ccc(NC(=O)c2ccco2)nc1)c1cccnc1
nt,0.7,-1.9,21,1,-1,4,1,-5,-2,C/C(=N/NC(=O)c1ccco1)c1cccnc1
0,0.3,0.8,10,-44,3,2,-21,nt,-1,CCOC(=O)N1CCN(C(=O)c2cc3c(-c4ccc(Cl)cc4)nn(C)c3s2)CC1
-1,0.9,-1.1,-4,4,-2,12,-6,0,-5,COc1ccccc1C(=O)OCC(=O)NCCNC(=O)COC(=O)c1ccccc1OC
0,4.7,-0.5,-4,-1,-2,-3,-3,-1,-5,CC(C)Cn1c(-c2ccc(Br)cc2)c[nH]c1=S
-2,1.6,-1.3,4,-4,2,1,0,0,2,COc1ccc(S(=O)(=O)n2ccc(C)n2)cc1C
-2,-0.8,0.2,-3,-2,0,-7,2,-1,-3,Cc1cc(CNC(=O)c2cccc3c2C(=O)c2ccc(-c4ccc(F)cc4OCc4ccccc4)cc2S3(=O)=O)c(C(F)(F)F)o1
-1,1.1,-1.5,-8,-1,-2,-4,-14,-1,1,CCOC(=O)c1nn(-c2ccc(C)cc2)c(=O)cc1OCC(=O)Nc1cccc(C)c1
-3,1.7,-2.3,3,3,-1,0,-49,-6,-1,NC(=S)N/N=C/c1ccc2cccc(OCc3ccccc3)c2n1
-2,1.1,0.3,1,-4,-1,-2,3,81*,2,O=C(Nc1cccc(C(=O)N2CCCCC2)c1)C1CC1
8,0.1,-0.5,-2,19,0,1,-5,nt,-6,O=[N+]([O-])c1ccccc1C=NN1CCCCCC1
-3,-0.7,-1.5,-14,1,-4,-7,1,8,-5,C/C(=N/NC(=O)c1nnn(-c2nonc2N)c1-c1ccccc1)c1ccncc1
1,1.8,-1.1,2,-3,-3,-6,-2,-3,0,CC12CC(c3ccccc3O1)N(C(=O)c1ccc(Br)o1)C(=O)N2c1ccccc1 (stereo not given)
-5,0.3,0.7,6,-10,-1,-2,-8,-6,-3,Cc1ccc(C(=O)OCC(=O)NCc2cccc(Cl)c2)cc1S(=O)(=O)N1CCCCC1
4,0.6,-0.4,5,21,-1,0,-9,nt,13,COc1ccc(-c2cc(C(=O)N3CCOCC3)no2)cc1OC
0,1.5,-0.1,28,4,0,3,7,-2,-3,C/C=C/c1ccc(OCCCNC(C)CC)c(OC)c1 (stereo not given)
-1,0.8,-2.7,-5,nt,-1,-18,0,-5,-2,CCc1nc(SCC(=O)NNC(=O)c2ccc(C)cc2)c2ccccc2n1
nt,0.4,-1.2,11,-6,-7,-8,-1,0,-3,COCCN1C(=O)C(=O)/C(=C(/O)c2cccc(OC)c2)C1c1ccco1 (stereo not given)
1,1.4,0.9,3,8,8,-2,1,nt,3,Cc1ccc(O)c(CNc2cccc(C)n2)c1
2,-1.2,-0.4,2,3,5,4,-14,nt,12,COc1ccc(S(=O)(=O)N2CCCCC2)cc1NC(=O)c1ccc(Cl)nc1
nt,0.6,-1.2,?,-9,5,6,-14,-2,-15,COc1ccc(/C=C/C(=O)NNc2c(F)c(F)cc(F)c2F)cc1OC
-1,-0.1,-0.8,-2,-3,2,7,-3,nt,5,COc1ccc(CCNC(=O)C2CCC(=O)N2S(=O)(=O)c2ccc(C)cc2)cc1 (stereo not given)
4,1.9,-3.2,-2,-1,-4,-2,13,nt,-5,CCOC(=O)c1c(NC(=O)COC(=O)c2cnccn2)sc(C)c1C
-12,3.4,-2.1,6,-4,2,18,-5,-2,7,COc1ccc(N2CCN(C(=O)CSc3nnc(-c4cccnc4)n3-c3ccc(F)cc3)CC2)cc1
0,0.9,-1.1,5,-6,-4,0,-5,-3,1,CCc1ccccc1NC(=O)CC(=O)Nc1ccccc1CC
4,-3.7,-0.4,-4,-9,6,3,-1,-2,-1,Cc1ccc(C)c(NC(=S)N(C2CCCCC2)C(C)c2cccnc2)c1 (stereo not given)
0,-2.7,0.5,2,-6,1,3,-20,nt,10,CC(C)CC(=O)Nc1nnc(S(=O)(=O)N2c3ccccc3CC2C)s1 (stereo not given)
29,-3.0,-1.0,-2,31,3,-7,-11,-9,10,COc1ccc(C(=O)Nc2ccccc2C(=O)O)cc1Cl
0,0.0,-1.9,-3,-12,-3,-2,7,-5,0,O=c1sc2ccccc2c(N2CCCCC2)c1[N+](=O)[O-]
-6,1.4,1.4,13,2,4,0,0,nt,2,CCCOc1ccc(NC(=O)c2c(-c3ccccc3)noc2C)cc1
nt,1.2,-3.9,-21,53,2,-1,-15,-2,-1,Cc1ccc(-c2noc(CNc3ccccc3)n2)cc1
-3,0.8,-1.1,4,5,2,9,2,-2,2,COc1ccc2ccc(OCC(=O)Nc3cc(C)on3)cc2c1
-7,0.1,-0.8,-5,-1,-1,-3,3,-1,1,Nc1c(C(=O)NCCc2ccccc2)nnn1Cc1ccc(Cl)cc1
-3,-0.2,0.1,-3,2,1,5,4,nt,2,O=S(=O)(CS(=O)(=O)c1ccc(Cl)cc1)c1ccc(Cl)cc1
nt,1.9,-2.5,0,16,0,-13,-1,nt,1,CCCCSc1nc2c(cc1C#N)CCC2
2,-0.7,-0.6,3,6,3,-3,-13,49*,3,Cc1ccc(S(=O)(=O)N(C)c2ccc(OC(=O)c3cccs3)cc2)cc1C
-1,-2.7,0.9,-1,0,-5,7,-1,nt,2,CCC(NC(=O)Cc1cccs1)c1ccccc1 (stereo not given)
nt,0.6,-1.2,17,-6,1,4,-6,nt,-3,CCc1cc(=O)[nH]c(SCc2cccc3ccccc23)n1
0,1.3,0.9,10,-11,-2,8,0,nt,8,Cc1ccccc1-c1nnn(Cc2ccc(-c3nn[nH]n3)cc2)n1
0,-5.1,-2.5,6,-7,-1,-6,-3,1,11,Cc1cc(=O)[nH]c(N/N=C/C2=C(N3CCOCC3)C(=C\c3ccc(Cl)cc3)/CC2)n1
-2,0.5,-0.4,-9,11,1,-10,25*,2,6,COc1ccc(N2C(=O)C(CC(=O)Nc3ccc(Cl)cc3)N(NC(=O)c3cccc(F)c3)C2=S)cc1 (stereo not given)
22,0.0,-2.0,18,73,2,-10,-7,2,-6,CC1CCN(c2ccc(-c3ccc(NC(=O)c4ccco4)cc3)nn2)CC1

Some entries already given, reduced to RTF Ca sens act and Wnt bcat act:
canonical_smiles,RTF Ca sens act,Wnt bcat act
CCc1cc(=O)[nH]c(SCc2cccc3ccccc23)n1,-3,nt
Cc1ccc(S(=O)(=O)N(C)c2ccc(OC(=O)c3cccs3)cc2)cc1C,3,2

(cont.)
Wnt bcat act,CDK5 inh,CAL PDZ FP-1,Rtt109 HAT inh,MITF act,V-ATPase pH,Tat transport,dFosB activator,CAL PDZ FP-2,RTF Ca sens act,structure
-3,-0.6,-0.8,-7,3,0,-4,-1,-2,3,COc1ccc(Cl)cc1NS(=O)(=O)N1CCOCC1
-2,3.7,-2.6,3,6,5,-3,-8,nt,10,Cc1ccccc1NC(=O)CCC(=O)N/N=C/c1ccc(F)cc1
-8,0.0,0.2,-3,-1,-2,6,-9,-1,-5,CN(CC(=O)Nc1ccccc1Cl)C(=O)CSc1nnc(-c2ccco2)o1
nt,-2.1,0.2,0,-27,4,-2,-11,0,-2,CCNC(=O)CCc1nc(-c2ccc(C(C)(C)C)cc2)no1
-2,-0.8,-0.5,-8,-13,-1,11,-11,4,2,CC(C)[C@@H](C(=O)NC1CCCC1)N1C(=O)N2CCc3c([nH]c4ccccc34)[C@@]2(C)C1=O
-1,-1.0,-1.0,8,12,3,0,3,-5,2,O=C(COC(=O)c1ccc(Br)o1)NCc1ccc(F)cc1
42*,0.5,-0.8,3,65,-6,-3,0,-11,-2,C(/C=C/c1ccccn1)=C\c1ccccc1
1,-0.6,-0.7,3,-10,-3,2,5,-5,2,CC(=O)N1c2ccc(F)c(F)c2C[C@H]1C
-1,1.0,-0.1,-2,47,-1,0,-4,2,1,COCC(=O)n1nc(-c2ccccc2)nc1NCc1cccs1
2,-3.2,-0.5,2,-5,0,0,-1,-3,3,N#CCCN(Cc1cccs1)C(=O)Nc1ccc(F)cc1
0,-0.6,2.4,2,42,2,-2,3,77*,-7,CN(C)Cc1c(C(=O)N/N=C/c2ccc(OCc3c(F)cccc3Cl)cc2)nnn1-c1nonc1N
0,-4.3,-3.4,3,8,-3,3,-5,-4,2,O=S(=O)(NCCC1=CCCCC1)c1cccc(Br)c1
11,0.2,-5.9,2,nt,-2,2,-10,-2,0,CCCc1cc(=O)n2[nH]c(-c3ccc(Cl)cc3)cc2n1
-9,1.2,-1.0,-1,-2,-1,14,-10,-1,-10,CCOC(=O)c1[nH]c2ccccc2c1CCCN1C(=O)c2ccccc2C1=O
-5,-1.0,-0.7,7,-7,1,-2,-1,-1,17,CN(CC(=O)NCc1ccc(Cl)cc1)S(=O)(=O)c1cccc2cccnc12
0,2.7,-0.4,-6,-26,-1,-3,5,-1,-2,COC(=O)C(Cc1ccccc1)NS(=O)(=O)c1ccc(F)cc1Br (stereo not given)
